FEN1 inhibitor: qHTS Assay for the Inhibitors of Human Flap endonuclease 1 (FEN1) | P39748 | Potency, µM (highest dose often 114 µM), inactives show top-dose activity change, negative = inhibition, usual class: inhibitors | 390,000 tested, 0.35% active | AID 588795, 2011 | Recombinant FEN1 flap cleavage, fluorescence, 15 min; also: nearly all actives have a fitted effect of over 65% in size
Target sequence (P39748 whole entry, looked up): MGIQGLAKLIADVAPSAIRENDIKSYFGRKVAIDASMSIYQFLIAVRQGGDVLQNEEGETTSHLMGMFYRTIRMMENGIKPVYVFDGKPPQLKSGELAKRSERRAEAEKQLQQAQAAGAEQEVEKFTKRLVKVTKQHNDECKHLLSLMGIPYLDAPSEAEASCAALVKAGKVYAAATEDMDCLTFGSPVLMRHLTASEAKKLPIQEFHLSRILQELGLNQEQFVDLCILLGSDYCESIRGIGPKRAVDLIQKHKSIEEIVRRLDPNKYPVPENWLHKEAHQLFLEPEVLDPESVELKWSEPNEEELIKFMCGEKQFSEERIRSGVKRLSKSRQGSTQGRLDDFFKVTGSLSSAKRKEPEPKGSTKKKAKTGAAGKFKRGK
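Reaction started by adding substrate (50 nM final) to 10 nM enzyme after 15 min room-temperature compound preincubation. Reads at 0 and 15 min, with data normalized and fitted to a four-parameter Hill equation.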
N370S GC mod: qHTS Assay for Inhibitors and Activators of N370S glucocerebrosidase as a Potential Chaperone Treatment of Gaucher Disease | Lysosomal acid glucosylceramidase (Homo sapiens), P04062 | N370S GC spleen homogenate, 4MU-glucoside fluorescence | Potency, µM (doses to about 59.4 µM), without a hit: top-dose activity change, negative = inhibition, hits mostly inhibitors | 330,000 tested, 0.092% active | AID 2101, 2009;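 also: 0% = full enzyme activity and -100% = no enzyme basal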
TDP1 cell CPT: qHTS for Inhibitors of human tyrosyl-DNA phosphodiesterase 1 (TDP1): qHTS in cells in presence of CPT. chicken DT40 Tdp1-/-;hTDP1 cells + 20 nM CPT, ATP luminescence, 48 h. Potency, µM (series often up to 46.2 µM), inactives show at the top dose activity change, negative = growth inhibition, most hits filed as inhibitors. 420,000 tested, 12% active. AID 686979, 2013; also: nearly all actives have a fitted effect of over 55% in size
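Chicken DT40 Tdp1-/- cells complemented with human TDP1, 400 cells/well, exposed to compounds plus 20 nM camptothecin for at least 48 h at 37 C; viability read as ATP content by CellTiter-Glo luminescence.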
Starred values were filed as active, the others as inactive; ? = inconclusive; . = no result given; & = joins results of further samples. Calls follow the shape of the dose curve; as a rule, active = well fitted curve in the direction sought with a large enough effect; inconclusive = small, poorly fitted or top-dose-only effect, or another doubt; inactive = no such curve, though single readings can be large; an effect the other way counts as inactive or inconclusive. Unless noted, % is scaled to controls: 0 for no effect and ±100 for the full control effect; potency is read from the fitted curve at half-maximal effect.

The line under a structure holds: N370S GC mod	TDP1 cell CPT	FEN1 inhibitor
> Cc1ccc(C(=O)Nc2cc(S(=O)(=O)N3CCOCC3)ccc2N2CCCC2)cc1
→ .	-15%	-1%
> O=C(Nc1ccccc1)N(CCN1CCOCC1)Cc1cccc(Cl)c1
→ -3%	5%	-12%
> O=C(C1CCN(S(=O)(=O)Cc2ccccc2)CC1)N1CCN(c2ncccn2)CC1
→ 1%	-12%	0%
> CCOC(=O)c1c(C)[nH]c(C)c1S(=O)(=O)N1CCC(C(=O)Nc2ccccc2CC)CC1
→ .	?	-2%
> COc1ccc(N2C(=O)CN(Cc3cc(OC)c(OC)c(OC)c3)C2=S)cc1
→ 5%	16µM*	1%
> Cc1cc(C(=O)N/N=C/C=C/c2ccc(Br)cc2)n[nH]1
→ -13%	-1%	-5%
> O=C1NC(=Nc2ccccc2)SC1Cc1cccc(Cl)c1Cl (configuration not stated)
→ 8%	-11%	-16%
> CC(=O)c1cccc(Oc2ncccn2)c1
→ -5%	-16%	-4%
> COC(=O)c1ccsc1NC(=O)CCS(=O)(=O)c1ccc(Cl)cc1
→ -1%	?	15%
> Cc1c(NS(=O)(=O)c2cccc(C(=O)NCc3ccc(Cl)cc3)c2)c(=O)n(-c2ccccc2)n1C
→ 5%	?	-8%
> CCCOc1ccc(C2c3c(oc4ccccc4c3=O)C(=O)N2CCN(CC)CC)cc1OC (configuration not stated)
→ -7%	-22%	-3%
> COc1ccccc1CNc1cc(-c2ccccc2)ccc1OC
→ 4%	-2%	-18%
> COC(=O)c1c(-c2ccccc2)nn(-c2ccccc2)c1C(=O)OC
→ -4%	?	13%
> Cc1cc(=O)[nH]c(SCC(=O)Nc2c(C)n(C)n(-c3ccccc3)c2=O)c1C#N
→ .	-18%	4%
> Cc1nnc(NC(=O)CCC(=O)N2CCN(CCOc3cccc4ccccc34)CC2)s1
→ -3%	?	6%
> Cc1nn(CC(=O)NCC2CCCO2)c(=O)c2ccccc12 (configuration not stated)
→ -23%	3%	-2%
> CN1C(=S)SC(N(O)C=C2C=CC(=O)C=C2)C1(C)C (configuration not stated)
→ -9%	11%	2%
> O=C(NCCS(=O)(=O)N1CCN(c2cccc(Cl)c2)CC1)c1cc(=O)c2ccccc2o1
→ -5%	?	3%&-4%
> O=C(CN1C(=O)C2(OCCO2)c2ccccc21)c1ccc(F)cc1
→ 5%	-10%	-7%
> CC(=O)Nc1nnc(S(=O)(=O)N2CCN(c3ccc(Cl)cc3[N+](=O)[O-])CC2)s1
→ -1%	-19%	-15%
> O=C(NC1CCCC1)C(c1c(F)cccc1Cl)N(C(=O)c1csnn1)C1CC1 (configuration not stated)
→ 1%	-3%	15%
> Fc1cccc(CN2CCc3nc(Nc4ccc5c(c4)OCCO5)ncc3C2)c1F
→ .	?	-6%
> COc1ccc(C(=O)/C=C/C(=O)N(CC(=O)NC2CCCCC2)Cc2ccccc2OC)c(O)c1
→ 22%	1.6µM*	-2%
> Cc1occc1-c1nc(-c2ccncc2)no1
→ 4%	-19%	-9%
> CCCN(CCC)c1nc2c(C)cccn2c(=O)c1/C=C1/SC(=S)N(Cc2ccco2)C1=O
→ 9%	?	-26%
> Cc1ccc(CN2CCN(Cc3cnc(C)s3)CC2CCO)cc1 (configuration not stated)
→ 2%	14%	12%
> CCn1cc(C(=O)OCC(=O)c2cc(C)n(-c3ccccc3)c2C)c(=O)c2ccc(C)nc21
→ 3%	-22%	-13%
> Cc1cccc(-c2noc(CCC(=O)NCc3ccccc3)n2)c1
→ 2%	-21%	3%
> Cc1ccc2scc(N3CCN(c4cccc(C(F)(F)F)c4)CC3)c(=O)c2c1
→ .	?	4%
> CCCCn1c(SCC(=O)NCCCOC)nc2c(sc3ccccc32)c1=O
→ .	-8%	19%
> Cc1c(C(=O)Nc2c(C)n(C)n(-c3ccccc3)c2=O)oc2ccc(Cl)cc12
→ 2%	?	-15%
> COc1ccc(NS(=O)(=O)c2cc(NC(=O)c3cncc(Br)c3)ccc2OC)cc1
→ .	?	-13%
> CCC[N+]1(CC#CC(O)(c2ccccc2)C2CCCCC2)CCCCC1 (configuration not stated)
→ -13%	-27%	-1%
> O=C(Nc1ccc(O)cc1C(=O)O)c1ccc(NC(=O)c2ccco2)cc1
→ .	?	-21%
> Cc1c(C(=O)OCCOc2ccccc2)[nH]c2c1C(=O)CC(c1ccccc1Cl)C2 (configuration not stated)
→ .	1.5µM*	-18%
> Cc1cc(C)c(C)c(OCC(=O)NCCN(C)C)c1
→ 1%	1%	-1%
> CC1CN(C(=O)c2nn(C)cc2[N+](=O)[O-])CC(C)O1 (configuration not stated)
→ 0%	?	-5%
> CCc1ccc(OCCCSc2nc(-c3ccc(C(C)(C)C)cc3)nc3cc(=O)[nH]n23)cc1
→ .	?	?
> CCOC(=O)c1c(NC(=O)COc2ccc(Br)cc2)sc(C(C)=O)c1C
→ .	?	0%
> COc1ccc(Cn2nnnc2CN(Cc2cc3ccc(C)cc3[nH]c2=O)C2CCCC2)cc1
→ 25%	9.2µM*	0%
> O=C(NCCOc1ccccc1F)C1CC(=O)N(Cc2ccccc2)C1 (configuration not stated)
→ .	-2%	11%
> O=C(NC1CCCCC1)C(c1cccs1)N(Cc1cccs1)C(=O)c1ccco1 (configuration not stated)
→ 11%	15µM*	?
> CC1(C)CC(=O)C2=C(C1)NC(=S)C(C#N)C21CCCCC1 (configuration not stated)
→ -3%	?	15%
> O=c1cc(N2CCCCC2)c(-c2ccccc2)nn1Cc1ccccc1Cl
→ ?	?	-16%
> O=C(O)c1nc2nc(Cl)c(Cl)nc2[nH]1
→ -3%	-5%	1%
> Cc1cc(C(=O)Nc2ccc(N3CCOCC3)cc2)c2ccccc2n1
→ 5%	4%	-3%
> COc1ccccc1C1=NN(C2=NN=C(N)Cc3ncnn32)C(O)(C(F)(F)F)C1 (configuration not stated)
→ -6%	-3%	-3%
> CCOC(=O)c1c(CS(=O)(=O)c2ccccc2)n(C)c2cc(Br)c(O)c(CN(C)C)c12
→ 12%	15µM*	-26%
> COc1ccc(/C=C/C(=O)OCC(=O)NC2CCCC2)cc1
→ .	?	-7%
> CCc1ccc(-n2c(=O)c3sc4ccccc4c3n(CC(=O)NC3CCCCC3)c2=O)cc1
→ .	3%	-1%
> Cc1ccc(-c2nc3ccccn3c2Nc2ccc3c(c2)OCCO3)s1
→ .	-15%	-3%
> CCN=C(Nc1ccc2c(c1)OCO2)SC1CC(=O)N(c2ccc(OC)cc2)C1=O (configuration not stated)
→ -4%	?	-4%
> CC(=O)c1cccc(NC(=O)COC(=O)c2ccc3c(c2)OCCO3)c1
→ -13%	10%	-4%
> COc1ccc(CN2CCN(Cc3ccco3)CC2)cc1
→ 0%	2%	1%
> COc1ccc(/C=C/C(=O)OCC(=O)NCCc2ccccc2)c(OC)c1
→ .	?	-1%
> CCN(CC)C(=O)CC(c1ccc(OC)cc1)c1c(O)cc(OC)cc1OC (configuration not stated)
→ -2%&-6%	?	-20%&3%
> CCCc1cc(NCCCN2CCOCC2)n2c(nc3ccccc32)c1C#N
→ 29%	16µM*	6%
> Cc1c(NC(=O)CNCc2ccc3c(c2)OCO3)c(=O)n(-c2ccccc2)n1C
→ -15%	8%	-8%
> CCc1sc(C(=O)NCCCN2CCCC2=O)cc1Br
→ .	-12%	0%
> CSc1ccc(C#N)cc1NC(=O)c1cccnc1Cl
→ -1%	4%	-11%

(list continues)
The line under a structure holds: N370S GC mod	TDP1 cell CPT	FEN1 inhibitor
> O=C(c1ccccn1)c1cc2ccccc2n1S(=O)(=O)c1ccccc1
→ 1%	?	6%
> Cn1cccc1/C=N/NC(=O)c1ccccn1
→ 1%	?	1%
> CCS(=O)(=O)c1ccc(-c2csc(-c3ccccc3Cl)n2)c(Cl)c1Cl
→ 1%	?	-6%
> CC(C)NC(=O)COC(=O)c1cccc(NS(=O)(=O)/C=C/c2ccccc2)c1
→ -9%	1%	-8%
> COc1cc2c(cc1OC)[C@@H](NC(=O)C(C)C)[C@H](O)C2
→ .	-12%	-5%
> CSc1nc(Cl)c(C#N)c(-c2ccc(C)cc2)n1
→ 0%	9.2µM*	-1%
> CCOCC(=O)Nc1ccc(S(=O)(=O)Nc2nccs2)cc1
→ 0%	-2%	-11%
> COC(=O)c1ccc(NS(=O)(=O)c2cc3c4c(c2)C(C)C(=O)N4CCC3)cc1 (configuration not stated)
→ -7%	-7%	2%
> CC(=O)c1ccc(N2CCN(S(=O)(=O)c3c(C)[nH]c(C)c3C(=O)N3CCCCC3)CC2)cc1
→ -14%	-10%	-11%
> CC(=O)Oc1cc(OC(C)=O)c2c(C)cc(=O)oc2c1
→ ?	-30%	-11%
> CCN(Cc1ccccc1)c1ccc(/C=N/NC(=S)NC(C)C)cc1
→ 7%	2.6µM*	-21%
> O=[N+]([O-])c1ccccc1S(=O)(=O)N1CCN(Cc2ccccc2)CC1
→ -3%	-6%	14%
> C=CCSc1nnc(NC(=O)Cc2ccc(OC)c(OC)c2)s1
→ -1%	1%	-9%
> CCOC(=O)c1[nH]c(C)c(/C(O)=C2\C(=O)C(=O)N(CCCN(C)C)C2c2cccnc2)c1C (configuration not stated)
→ -4%	-4%	-6%
> COc1ccccc1CN1C[C@@H]2C[C@@H](C3=Cc4cccc(OC)c4OC3)N3CCC[C@@]23C1=O
→ -2%	?	-3%

Looked up above:
FEN1 inhibitor, `Cc1c(NS(=O)(=O)c2cccc(C(=O)NCc3ccc(Cl)cc3)c2)c(=O)n(-c2ccccc2)n1C` = -8%
TDP1 cell CPT, `CCN(Cc1ccccc1)c1ccc(/C=N/NC(=S)NC(C)C)cc1` = 2.6µM*

Next part.
The line under a structure holds: N370S GC mod	TDP1 cell CPT	FEN1 inhibitor
> Nc1nn2c(-c3ccccc3)cc(=O)[nH]c2c1N=Nc1ccc(Br)cc1
→ 8%	?	-1%
> COc1cc(F)c(C2=CC(=O)C[C@H](c3ccc(F)cc3)C2)cc1F
→ .	?	-11%
> CCC1(c2ccc(F)cc2)NC(=O)N(CC(=O)N(C)C2CCS(=O)(=O)C2)C1=O (configuration not stated)
→ -2%	-2%	8%
> COc1ccc(-n2c(SCC(=O)Nc3cc(C)on3)nc3c(c2=O)SCC3)cc1OC
→ 4%	-2%	-6%
> COc1cc(OC)cc(C(=O)N[C@H](C(=O)N2CCc3ccccc32)C(C)C)c1
→ 1%	?	-3%
> CC(C)Oc1ccc(CSc2nnc3n(C)c(=O)c4c5c(sc4n23)CCCC5)cc1
→ .	?	2%
> N=c1c2c(n(Cc3cccc(Cl)c3)c3c1CCC3)CCCC2
→ -2%	2.6µM*	0%
> Cc1ccc(C2N(C)c3ccccc3-c3nc4ccccc4n32)o1 (configuration not stated)
→ .	-9%	-17%
> CCC(C)C(=O)Nc1c2c(nc3c1CCC3)CCCC2 (configuration not stated)
→ -3%	10%	-12%
> c1coc(-c2nn3c(Cn4nnc5ccccc54)nnc3s2)c1
→ 7%	-29%	-14%
> CC(C)C(=O)Nc1cc(S(=O)(=O)Nc2cccc(Cl)c2)ccc1Cl
→ -2%	-9%	7%
> CN(C)S(=O)(=O)c1cccc(NC(=S)NC(=O)C2CCCCC2)c1
→ 10%	?	-8%
> CCOC(=O)N1CCN(C(=O)Cc2ccc(-n3c(=O)[nH]c4ccccc4c3=O)cc2)CC1
→ -7%	-1%	-4%
> CS(=O)(=O)N1CCN(c2ccccc2NC(=O)c2ccc(-c3ccc(Br)cc3)o2)CC1
→ -2%	?	-16%
> COc1ccc2nc(SCc3nc(N)nc(Nc4ccccc4)n3)[nH]c2c1
→ 15%	?	?
> O=C(COC(=O)c1ccc[nH]c1=O)c1ccc(Cl)s1
→ 5%	-4%	4%
> Cn1c(-c2cccc(F)c2)nc2c1c(=O)[nH]c(=O)n2Cc1ccccc1
→ -1%	-5%	13%
> COc1ncc2nc(-c3ccc(Cl)cc3)c(=O)n(-c3ccccc3)c2n1
→ 21%	29%	.
> COCCNC(=O)C(c1ccc(C)o1)N(Cc1ccc(OC)cc1)C(=O)Cn1nnc2ccccc21 (configuration not stated)
→ 3%	-27%	2%
> CN(CC(=O)N1CCCC1)S(=O)(=O)c1cccc(Cl)c1
→ -7%	-2%	12%
> O=C(NC(=S)Nc1ccc(CN2CCOCC2)cc1)c1ccc2c(c1)OCCO2
→ -5%	?	1%
> COc1ccc(NC(C)=O)cc1NC(=O)c1cccc(C(F)(F)F)c1
→ 6%	3%	-12%
> Cc1ccc(C)c(Cn2c(CCCNC(=O)C3CCCCC3)nc3ccccc32)c1
→ .	?	-5%

Shown with tabs: part of the list above.
mol	N370S GC mod	TDP1 cell CPT	FEN1 inhibitor
COCCNC(=O)C(c1ccc(C)o1)N(Cc1ccc(OC)cc1)C(=O)Cn1nnc2ccccc21 (configuration not stated)	3%	-27%	2%
CN(CC(=O)N1CCCC1)S(=O)(=O)c1cccc(Cl)c1	-7%	-2%	12%
O=C(NC(=S)Nc1ccc(CN2CCOCC2)cc1)c1ccc2c(c1)OCCO2	-5%	?	1%
COc1ccc(NC(C)=O)cc1NC(=O)c1cccc(C(F)(F)F)c1	6%	3%	-12%

A portion of the library; count on the stated rates, not on these rows.
